High-throughput results (PubChem BioAssay)
APE1 inh = qHTS Assay for Inhibitors of the Human Apurinic/apyrimidinic Endonuclease 1 (APE1). DNA repair nuclease/redox regulator APEX1 (Homo sapiens), P27695. recombinant APE1, TAMRA/BHQ-2 abasic DNA cleavage fluorescence. Potency, µM (doses to about 65.8 µM), for inactives: at the top dose activity change, negative = inhibition, most hits filed as inhibitors. 350,000 tested, 0.35% active;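 note: plate controls were vehicle for no effect and reference inhibitor for full effect; nearly all actives have a fitted effect of over 55% in size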
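0.75 nM APE1 + cpd, 15 min RT; start w/ 50 nM TAMRA/BHQ-2 THF-abasic dsDNA; kinetic fluor 525/598 nm ×3 reads @60 s; Δ(read3−read1); normalized to DMSO and NSC13755 control wells.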
G9a block = qHTS Assay for Inhibitors of Histone Lysine Methyltransferase G9a; 350,000 tested, 8.8% active; Potency, µM (series often up to 102 µM), for the others: at the top dose activity, negative = inhibition, actives largely listed as inhibitors; Histone-lysine N-methyltransferase EHMT2 (Homo sapiens), Q96KQ7; AID 504332, 2011; G9a H3K9 monomethylation, AlphaScreen, 2 h; note: % is set by controls: 0 for no effect and ±100 for the full control effect; nearly all actives have a fitted effect of over 75% in size
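Readings reflect AlphaScreen signal from monomethyl-H3K9 antibody detection. HMT at 20 nM; substrate b-H3K9 500 nM; cofactor SAM 20 uM; 2 h RT reaction; compounds tested as titrations in qHTS with 15 min preincubation.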
Pol kappa inh = qHTS for Inhibitors of Polymerase Kappa. DNA polymerase kappa (Homo sapiens), Q9UBT6. purified Pol kappa, fluorescent DNA synthesis assay, 10 min. Potency, µM (top dose mostly 107 µM), for the others: top-dose activity, negative = inhibition, hits mostly inhibitors. 400,000 tested, 0.53% active; note: % is set by controls: 0 for no effect and ±100 for the full control effect
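First, compounds were pin-transferred onto 10 nM Pol kappa. After 15 min at room temperature, substrate was added to 50 nM final. Fluorescence was then measured kinetically at 0 and 10 min.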
BAZ2B inh = qHTS Assay for Inhibitors of BAZ2B. Bromodomain adjacent to zinc finger domain protein 2B (Homo sapiens), Q9UIF8. AlphaScreen BAZ2B-H3K14Ac peptide displacement. Potency, µM (doses to about 114 µM), for inactives: at the top dose activity change, negative = inhibition, actives largely listed as inhibitors. 360,000 tested, 4.4% active. AID 504333, 2011; note: % is set by controls: 0 for no effect and ±100 for the full control effect; nearly all actives have a fitted effect of over 60% in size
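In this displacement format the biotinylated H3(5-23) peptide acetylated at Lys14 serves as ligand at 50 nM, with BAZ2B at 50 nM in PBS pH 7.4 containing 0.01% Tween-20. Donor and acceptor beads are 10 ug/mL final.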
JMJD2A Tudor inh = qHTS Assay for Inhibitors of JMJD2A-Tudor Domain; AID 504339, 2011; 390,000 tested, 4.4% active; Potency, µM (highest dose often 114 µM), for the others: top-dose activity change, negative = inhibition, actives largely listed as inhibitors; Lysine-specific demethylase 4A (Homo sapiens), O75164; AlphaScreen JMJD2A-Tudor / H3K4me3 peptide binding; note: % is set by controls: 0 for no effect and ±100 for the full control effect; nearly all actives have a fitted effect of over 50% in size
POLH inh = qHTS for Inhibitors of Polymerase Eta; recombinant Pol eta, fluorescent DNA replication assay; AID 588591, 2011; DNA polymerase eta (Homo sapiens), Q9Y253; Potency, µM (series often up to 114 µM), without a hit: top-dose activity change, negative = inhibition, hits mostly inhibitors; 390,000 tested, 1.2% active; note: % is set by controls: 0 for no effect and ±100 for the full control effect
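Pol eta at 10 nM preincubated with compounds 15 min at room temperature; reaction started with fluorescent substrate (50 nM final) and read kinetically at 0 and 10 min.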
BLM inh = qHTS Assay for Inhibitors of Bloom's syndrome helicase (BLM); 350,000 tested, 0.2% active; recombinant BLM DNA unwinding, fluorescence dequenching; RecQ-like DNA helicase BLM (Homo sapiens), P54132; Potency, µM (top dose mostly 56.1 µM), for inactives: top-dose activity change, negative = inhibition, most hits filed as inhibitors;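 note: plate controls were vehicle for no effect and no enzyme for full effect; nearly all actives have a fitted effect of over 35% in size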
Target sequence (P54132 whole entry, looked up): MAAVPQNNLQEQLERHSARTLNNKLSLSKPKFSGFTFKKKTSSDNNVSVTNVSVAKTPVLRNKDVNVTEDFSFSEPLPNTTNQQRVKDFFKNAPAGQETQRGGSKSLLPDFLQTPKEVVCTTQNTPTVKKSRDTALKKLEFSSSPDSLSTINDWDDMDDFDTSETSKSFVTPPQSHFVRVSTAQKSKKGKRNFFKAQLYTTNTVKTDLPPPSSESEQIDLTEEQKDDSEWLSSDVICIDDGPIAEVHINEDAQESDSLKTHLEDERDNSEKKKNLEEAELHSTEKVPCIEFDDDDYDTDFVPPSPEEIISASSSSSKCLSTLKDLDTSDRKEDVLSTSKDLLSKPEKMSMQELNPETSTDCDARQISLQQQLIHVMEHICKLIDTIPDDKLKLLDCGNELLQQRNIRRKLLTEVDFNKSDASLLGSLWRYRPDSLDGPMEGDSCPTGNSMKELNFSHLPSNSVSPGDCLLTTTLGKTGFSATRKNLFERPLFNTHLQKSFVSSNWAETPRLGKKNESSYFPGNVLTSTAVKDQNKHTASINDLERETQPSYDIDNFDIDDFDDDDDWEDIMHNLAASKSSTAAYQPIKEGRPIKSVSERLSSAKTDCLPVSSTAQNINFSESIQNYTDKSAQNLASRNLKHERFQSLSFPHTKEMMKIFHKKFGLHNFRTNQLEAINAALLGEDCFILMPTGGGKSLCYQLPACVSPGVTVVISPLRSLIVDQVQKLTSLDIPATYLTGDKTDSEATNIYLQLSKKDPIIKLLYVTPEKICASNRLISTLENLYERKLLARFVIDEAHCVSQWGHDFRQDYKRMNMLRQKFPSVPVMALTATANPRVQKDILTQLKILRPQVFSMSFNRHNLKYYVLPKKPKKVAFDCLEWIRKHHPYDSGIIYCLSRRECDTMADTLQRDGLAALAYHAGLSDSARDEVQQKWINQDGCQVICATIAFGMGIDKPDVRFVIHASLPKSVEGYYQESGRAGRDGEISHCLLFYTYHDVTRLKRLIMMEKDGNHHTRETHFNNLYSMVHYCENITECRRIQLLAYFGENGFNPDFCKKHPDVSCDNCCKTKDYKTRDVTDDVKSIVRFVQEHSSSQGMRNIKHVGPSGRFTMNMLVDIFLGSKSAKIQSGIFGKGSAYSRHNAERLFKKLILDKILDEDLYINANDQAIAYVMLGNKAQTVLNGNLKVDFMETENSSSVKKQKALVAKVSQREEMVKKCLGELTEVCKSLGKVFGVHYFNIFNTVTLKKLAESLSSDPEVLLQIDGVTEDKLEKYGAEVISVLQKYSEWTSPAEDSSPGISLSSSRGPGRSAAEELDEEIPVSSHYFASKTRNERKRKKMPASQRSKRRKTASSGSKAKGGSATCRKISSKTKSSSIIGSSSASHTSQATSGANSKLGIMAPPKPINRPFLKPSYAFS
POLB inh = qHTS Assay for Inhibitors of DNA Polymerase Beta; 340,000 tested, 1.3% active; Pol beta primer extension/strand displacement, fluorescence kinetic; Potency, µM (highest dose often 114 µM), for inactives: at the top dose activity change, negative = inhibition, actives largely listed as inhibitors; note: % is set by controls: 0 for no effect and ±100 for the full control effect
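Reaction started by 50 nM substrate onto compound-treated Pol beta (10 nM, 15 min preincubation, room temperature); plates read at 0 min and 10 min. Normalized concentration-effect data fitted by four-parameter Hill equation.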
Pol iota inh = qHTS for Inhibitors of Polymerase Iota; DNA polymerase iota (Homo sapiens), Q9UNA4; Pol iota fluorescent replication assay, 10 min; Potency, µM (titrated, usually from 115 µM), for inactives: top-dose activity, negative = inhibition, most hits filed as inhibitors; 390,000 tested, 1% active
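Pol iota at 10 nM preincubated 15 min with compounds at room temperature; reaction started with fluorescent substrate, 50 nM final. Fluorescence read kinetically at 0 and 10 min; buffer-only wells as negative control.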
* = called active by the depositor; [ ] = remark or other dose. Calls come from the whole dose curve; as a rule, active = well fitted curve in the direction sought with a large enough effect; inconclusive = small, poorly fitted or top-dose-only effect, or another doubt; inactive = no such curve, though single readings can be large; an effect the other way counts as inactive or inconclusive. Potency is the fitted concentration of half-maximal effect. Not all compounds are listed. The share of hits here may be higher or lower than overall.

A first look, four compounds:
How did Cc1ccc2c(ccc(=S)n2C)c1 do in these assays?
APE1 inh: 12%; G9a block: 40µM*; Pol kappa inh: 5%; BAZ2B inh: inconclusive; JMJD2A Tudor inh: -19%; POLH inh: -13%; BLM inh: -3%; POLB inh: 12%; Pol iota inh: 38%[activator]

Results for O=C(CN1C(=O)S/C(=C\c2ccccc2)C1=O)NNC(=O)c1ccccc1O ?
APE1 inh: -1%; G9a block: 15%[59 µM]; Pol kappa inh: -10%; BAZ2B inh: inconclusive; JMJD2A Tudor inh: -10%; POLH inh: -25%; BLM inh: -8%; POLB inh: inconclusive; Pol iota inh: inconclusive

How did CCN(CC)CCNc1nc2c(c(=O)n(C)c(=O)n2C)n1C/C=C(/C)Cl do in these assays?
APE1 inh: 0%; G9a block: -34%[59 µM]; Pol kappa inh: 4%; BAZ2B inh: 0%; JMJD2A Tudor inh: 0%[11.4 µM]; POLH inh: 9%; BLM inh: -6%; POLB inh: 2%; Pol iota inh: 5%

What do the screens show for `O=C(CN1c2cccc3cccc(c23)S1(=O)=O)Nc1ccc(F)c(F)c1F`?
APE1 inh: -4%; Pol kappa inh: -7%; JMJD2A Tudor inh: -6%; POLH inh: -14%; Pol iota inh: 37%[activator]

Main list, from the first entry:
How did Cc1ccc2c(ccc(=S)n2C)c1 do in these assays?
APE1 inh: 12%; G9a block: 40µM*; Pol kappa inh: 5%; BAZ2B inh: inconclusive; JMJD2A Tudor inh: -19%; POLH inh: -13%; BLM inh: -3%; POLB inh: 12%; Pol iota inh: 38%[activator]

Results for O=C(CN1C(=O)S/C(=C\c2ccccc2)C1=O)NNC(=O)c1ccccc1O ?
APE1 inh: -1%; G9a block: 15%[59 µM]; Pol kappa inh: -10%; BAZ2B inh: inconclusive; JMJD2A Tudor inh: -10%; POLH inh: -25%; BLM inh: -8%; POLB inh: inconclusive; Pol iota inh: inconclusive

How did CCN(CC)CCNc1nc2c(c(=O)n(C)c(=O)n2C)n1C/C=C(/C)Cl do in these assays?
APE1 inh: 0%; G9a block: -34%[59 µM]; Pol kappa inh: 4%; BAZ2B inh: 0%; JMJD2A Tudor inh: 0%[11.4 µM]; POLH inh: 9%; BLM inh: -6%; POLB inh: 2%; Pol iota inh: 5%

What do the screens show for `O=C(CN1c2cccc3cccc(c23)S1(=O)=O)Nc1ccc(F)c(F)c1F`?
APE1 inh: -4%; Pol kappa inh: -7%; JMJD2A Tudor inh: -6%; POLH inh: -14%; Pol iota inh: 37%[activator]

What do the screens show for `O=C1N[C@@H](c2ccccc2)COC(=O)[C@H](Cc2ccc(F)cc2)C/C=C\C[C@H]1CC(=O)N(CCO)Cc1ccccc1`?
Pol kappa inh: 8%; JMJD2A Tudor inh: -1%; POLH inh: -21%; Pol iota inh: 20%

Results for O=S(=O)(Nc1ccccc1F)c1ccc2nsnc2c1 ?
APE1 inh: 1%; G9a block: -38%[12.7 µM]; Pol kappa inh: -5%[60.1 µM]; BAZ2B inh: -29%; JMJD2A Tudor inh: -3%; POLH inh: 3%; BLM inh: -5%; POLB inh: -20%; Pol iota inh: -13%

What do the screens show for `CC(C)c1nnc(NC(=O)CCC(=O)N2CCN(c3ccc(Cl)cc3)CC2)s1`?
APE1 inh: -5%; Pol kappa inh: -5%; BAZ2B inh: inconclusive; JMJD2A Tudor inh: -18%; POLH inh: 12%; BLM inh: -2%; POLB inh: -5%; Pol iota inh: 17%

How did CCN(CC)C1=CC(=[N+]2CCCC2)CC(C)(C)C1 do in these assays?
APE1 inh: -4%; G9a block: 40µM*; Pol kappa inh: -5%; BAZ2B inh: -1%; JMJD2A Tudor inh: 1%; POLH inh: -9%; BLM inh: 1%; POLB inh: 2%; Pol iota inh: 168%[activator]

What do the screens show for `CCOc1ccc(N(CC(=O)Nc2ccccc2C(=O)NCc2ccco2)S(C)(=O)=O)cc1`?
APE1 inh: -3%; G9a block: -2%[59 µM]; Pol kappa inh: -9%; BAZ2B inh: inconclusive; JMJD2A Tudor inh: inconclusive; POLH inh: -14%; BLM inh: -4%; POLB inh: 13%; Pol iota inh: 19%

How did COc1cc(-c2cc(C(=O)NCCc3ccc(S(N)(=O)=O)cc3)c3ccccc3n2)cc(OC)c1OC do in these assays?
APE1 inh: -11%; G9a block: 3%; Pol kappa inh: -20%; BAZ2B inh: 0%; JMJD2A Tudor inh: -2%; POLH inh: 4%; BLM inh: -3%; POLB inh: -1%; Pol iota inh: 13%

How did Cc1ccc(-n2c(C)cc(C(=S)N3CCOCC3)c2C)cc1C do in these assays?
APE1 inh: 15%; Pol kappa inh: -3%; BAZ2B inh: 50µM*; JMJD2A Tudor inh: 45µM*; POLH inh: 0%; BLM inh: -5%; POLB inh: 11%; Pol iota inh: -7%

What do the screens show for `CCCNC1=C(C)C(=O)CC1`?
APE1 inh: -3%; G9a block: -38%[59 µM]; Pol kappa inh: -2%; BAZ2B inh: 0%; JMJD2A Tudor inh: -7%; POLH inh: -10%; BLM inh: -1%; POLB inh: 24%; Pol iota inh: -3%

How did O=C(Nc1cc(S(=O)(=O)N2CCOCC2)ccc1N1CCOCC1)c1cc(=O)[nH]c2ccccc12 do in these assays?
APE1 inh: 35%; G9a block: 5%; Pol kappa inh: -12%; BAZ2B inh: 5%; JMJD2A Tudor inh: 7%; POLH inh: -22%; BLM inh: 1%; POLB inh: 41%; Pol iota inh: 50%[activator]

Results for O=C(/C=C/c1ccc(F)cc1)NCCCN1CCN(CCCNC(=O)/C=C/c2ccc(F)cc2)CC1 ?
APE1 inh: 0%; G9a block: -39%[59 µM]; Pol kappa inh: 0%; BAZ2B inh: -10%; JMJD2A Tudor inh: -28%; POLH inh: -5%; BLM inh: -8%; POLB inh: 24%; Pol iota inh: -1%

Results for CC/C(=N\NC(=O)c1ccc(-c2ccccc2)cc1)C12CC3CC(CC(C3)C1)C2 ?
APE1 inh: 1%; G9a block: 0%[59 µM]; Pol kappa inh: -7%; BAZ2B inh: -4%; JMJD2A Tudor inh: -29%; POLH inh: -3%; BLM inh: -8%; POLB inh: inconclusive; Pol iota inh: inconclusive

What do the screens show for `COc1ccccc1CNC(=O)CCC(=O)Nc1nnc(C)s1`?
APE1 inh: -1%; G9a block: 28%[59 µM]; Pol kappa inh: 2%; BAZ2B inh: -1%; JMJD2A Tudor inh: 11%; POLH inh: -12%; BLM inh: 2%; POLB inh: 2%; Pol iota inh: 2%

How did C[N+]1(CC#CC(O)(c2ccccc2)c2ccccc2)CCCC1 do in these assays?
APE1 inh: -3%; G9a block: 8.9µM*; Pol kappa inh: 2%; BAZ2B inh: -32%; JMJD2A Tudor inh: inconclusive; POLH inh: inconclusive; BLM inh: -7%; POLB inh: -29%; Pol iota inh: 14%

How did C/C(CC(=O)NCc1ccccc1Cl)=N/NC(=O)c1ccccn1 do in these assays?
APE1 inh: 7%; G9a block: -8%; Pol kappa inh: -3%; BAZ2B inh: -17%; JMJD2A Tudor inh: -16%; POLH inh: -1%; BLM inh: -6%; POLB inh: 8%; Pol iota inh: 16%

What do the screens show for `CCOC(=O)c1ccc(N2C(=O)CC(N3CCN(C(=O)c4ccco4)CC3)C2=O)cc1` (stereo not given)?
APE1 inh: 5%; G9a block: inconclusive; Pol kappa inh: -1%; BAZ2B inh: 21%; JMJD2A Tudor inh: -12%; POLH inh: -16%; BLM inh: 2%; POLB inh: -1%; Pol iota inh: 2%

How did Cc1ccc(-c2nnc(SCC(=O)N3CCCC3)o2)cc1 do in these assays?
APE1 inh: 2%; G9a block: 11%; Pol kappa inh: -16%; BAZ2B inh: 13%; JMJD2A Tudor inh: inconclusive; POLH inh: -15%; BLM inh: -3%; POLB inh: 10%; Pol iota inh: 2%

Results for CCN(CC)C(=O)CSc1nc2c(sc(=S)n2-c2ccc(C)cc2C)c(=O)[nH]1 ?
APE1 inh: 10%; G9a block: inconclusive; Pol kappa inh: -5%; BAZ2B inh: -20%; JMJD2A Tudor inh: -25%; POLH inh: -15%; BLM inh: 1%; POLB inh: -18%; Pol iota inh: 17%

How did Cc1cn(C2CC(O)C(CO)O2)c(=O)n(CCCc2ccccc2)c1=O (stereo not given) do in these assays?
Pol kappa inh: -3%; JMJD2A Tudor inh: -12%; POLH inh: -4%; Pol iota inh: 1%

Results for N#C/C(=C\Nc1ccc(F)c(Cl)c1)S(=O)(=O)c1ccccn1 ?
APE1 inh: -5%; G9a block: 4%; Pol kappa inh: 3%; BAZ2B inh: 0%; JMJD2A Tudor inh: 0%; POLH inh: -19%; BLM inh: -8%; POLB inh: 1%; Pol iota inh: -24%[58.9 µM]

How did CCC(CC)C(=O)c1c[nH]c(C(=O)OC)c1 do in these assays?
APE1 inh: 4%; G9a block: -1%; Pol kappa inh: 2%; BAZ2B inh: -2%; JMJD2A Tudor inh: 0%[57.1 µM]; POLH inh: -19%; BLM inh: -3%; POLB inh: 1%; Pol iota inh: 130%[activator]

Results for O=C(Cn1c(=O)c2c(ncn2Cc2ccccc2)n(Cc2ccccc2)c1=O)N1CCCC1 ?
APE1 inh: 6%; Pol kappa inh: -2%; BAZ2B inh: -7%; JMJD2A Tudor inh: 3%; POLH inh: -11%; BLM inh: -2%; POLB inh: -2%; Pol iota inh: -12%

Results for O=C(NCC(c1cccnc1)N1CCN(c2ccc(F)cc2)CC1)C1CCCCC1 (stereo not given) ?
APE1 inh: -2%; G9a block: 28%; Pol kappa inh: -13%; BAZ2B inh: 0%; JMJD2A Tudor inh: -18%; POLH inh: -7%; BLM inh: 1%; POLB inh: 0%; Pol iota inh: 4%
